LMPTP block: LMPTP (human) inhibition; P24666; recombinant LMPTP-A, OMFP fluorogenic substrate, fluorescence intensity; inhibition, % at 20 µM; 360,000 tested, 0.22% active; AID 651560;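 active means compounds that cut the enzyme signal by at least half of the control window in the single-dose screen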;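 further: plate controls were DMSO wells with enzyme plus substrate for no effect and substrate without enzyme for full effect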
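Assay system: LMPTP-A enzyme. Input: 0.625 nM LMPTP-A final. Probe or stimulus: 400 µM OMFP. Compound dosing: single 20 µM dose. Schedule: 50 min dark incubation at room temperature. Detection: fluorescence intensity of OMFP turnover product. Read-out: percent inhibition versus substrate-only and uninhibited controls. Benchmarks: no-enzyme low control, uninhibited high control.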
MLLE-PAM2 inh: blocks PAM2 peptide binding to the PABP1 MLLE domain; AID 588489; GST-MLLE / FITC-PAM2 fluorescence polarization; inhibition, % at 20 µM; P11940; 360,000 tested, 0.36% active; in the data active means inhibition above about 35%, passing the limit was not always enough;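 further: plate controls were DMSO wells with GST-MLLE for no effect and wells lacking GST-MLLE protein for full effect; some results filed as inactive read as strong as hits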
CSN deneddyl inh: blocks human CSN-mediated cullin deneddylation; Purified CSN, SCF-Nedd8-OG deneddylation, fluorescence polarization; inhibition, % at 12.5 µM; 360,000 tested, 0.38% active;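 active means pattern-corrected inhibition above about 35%, with an unprinted fluorescence ratio check between 0.5 and 1.5, limit read from the data, passing the limit was not always enough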;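 further: 0% = enzyme with substrate and 100% = substrate without enzyme; some results filed as inactive read as strong as hits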
Target sequence (Q92905 whole entry, looked up, one chain of several): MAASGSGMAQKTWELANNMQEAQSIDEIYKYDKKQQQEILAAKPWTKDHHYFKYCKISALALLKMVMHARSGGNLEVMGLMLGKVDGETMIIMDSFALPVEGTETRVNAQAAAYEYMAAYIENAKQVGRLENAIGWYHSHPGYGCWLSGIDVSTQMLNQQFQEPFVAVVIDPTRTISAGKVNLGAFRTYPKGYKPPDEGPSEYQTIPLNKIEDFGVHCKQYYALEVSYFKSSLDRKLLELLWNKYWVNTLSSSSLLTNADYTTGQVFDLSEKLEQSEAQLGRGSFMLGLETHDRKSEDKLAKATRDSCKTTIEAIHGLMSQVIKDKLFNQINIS
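Material: purified human Csn5 enzyme expressed in HEK293T cells / Medium: Tris buffer pH 7.5, NaCl, DTT, Tween-20, trehalose, ovalbumin / Compound dosing: 12.5 µM single point / Schedule: 90 min incubation of compound, enzyme and substrate at room temperature / Signal: fluorescence polarization of the substrate / Control set: no-enzyme wells high, enzyme-with-substrate wells low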
DNMT1 block: inhibitors of human DNMT1; P26358; DNMT1 molecular beacon, Hinp1I cleavage, fluorescence; inhibition (reported as % activation of signal), % at 10 µM; 360,000 tested, 0.83% active; AID 588458; in the data active means inhibition above about 50%
Scp1 inh: Scp-1 (human) phosphatase inhibition; Q9GZU7; Recombinant Scp1, phosphopeptide, malachite green phosphate absorbance; inhibition, % at 20 µM; 340,000 tested, 0.88% active;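 active means inhibition above about 50% at 20 µM, limit read from the data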;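 further: plate controls were DMSO wells with enzyme for no effect and wells lacking enzyme for full effect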
Target sequence (Q9GZU7 76-261 limits assumed): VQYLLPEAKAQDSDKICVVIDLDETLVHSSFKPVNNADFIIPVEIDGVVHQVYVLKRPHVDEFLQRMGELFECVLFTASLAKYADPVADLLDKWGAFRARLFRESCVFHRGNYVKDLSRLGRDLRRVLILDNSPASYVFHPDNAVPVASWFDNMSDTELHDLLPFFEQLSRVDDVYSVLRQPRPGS
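System: SCP-1 catalytic domain; Reagent: Phospho 17-mer peptide substrate; Doses: one concentration, 20 µM, with 1.0% DMSO; Incubation: 45 min room-temperature reaction, 5 min colour, 30 min stabiliser; Signal: Phosphate-binding colour reagent, absorbance read at 630 nm.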
STEP inh: blocks human striatal-enriched tyrosine phosphatase | P54829 | recombinant STEP, OMFP fluorogenic substrate, fluorescence | inhibition, % at 20 µM | 360,000 tested, 0.25% active | AID 588621;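 active means inhibition at 20 µM, scaled per plate between control wells, above about 37%, limit read from the data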;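 further: 0% = DMSO with enzyme and substrate and 100% = substrate only without enzyme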
Target sequence (P54829 whole entry, looked up): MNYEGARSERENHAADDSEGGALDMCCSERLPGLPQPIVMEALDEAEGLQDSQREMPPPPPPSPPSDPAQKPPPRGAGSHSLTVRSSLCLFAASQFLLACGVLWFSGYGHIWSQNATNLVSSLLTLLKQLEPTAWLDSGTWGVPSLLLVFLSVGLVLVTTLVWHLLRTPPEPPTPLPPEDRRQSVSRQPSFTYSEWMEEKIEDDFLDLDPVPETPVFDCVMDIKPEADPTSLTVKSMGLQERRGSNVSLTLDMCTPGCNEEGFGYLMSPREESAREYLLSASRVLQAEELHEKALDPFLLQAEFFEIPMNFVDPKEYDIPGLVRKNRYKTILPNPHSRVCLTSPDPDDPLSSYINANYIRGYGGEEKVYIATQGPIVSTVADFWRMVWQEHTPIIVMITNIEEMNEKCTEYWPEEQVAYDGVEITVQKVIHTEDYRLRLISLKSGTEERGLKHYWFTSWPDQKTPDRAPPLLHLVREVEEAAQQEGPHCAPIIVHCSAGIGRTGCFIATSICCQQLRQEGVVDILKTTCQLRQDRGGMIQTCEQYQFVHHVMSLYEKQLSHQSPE
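Material: STEP (striatal-enriched tyrosine phosphatase) enzyme, cell-free; Compound dosing: 20 µM single dose in 1% DMSO; Technique: fluorescence read at 480 nm ex / 540 nm em; Times: reaction 20 min, ambient temperature; Medium: 50 mM Bis-Tris pH 6.0 with 2.5 mM DTT and 0.005% Tween 20; Also added: OMFP at 25 µM.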
TbMetRS inhib: blocks T. brucei methionyl-tRNA synthetase activity; 360,000 tested, 0.4% active; purified T. brucei MetRS, ATP depletion, Kinase-Glo luminescence; inhibition, % at 11.9 µM;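 active means inhibition above a per-plate cutoff of the control wells' mean inhibition plus 3 SD, cut at about 5.5% in these data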;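 further: 0% = DMSO wells median and 100% = median of wells with control inhibitor compound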
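Test system: purified T. brucei MetRS enzyme. Also added: ATP, methionine and E. coli bulk tRNA substrates. Compound: 11.9 µM single point. Schedule: 15 min enzyme-compound preincubation, 2 h reaction, 10 min detection, 25 °C. Signal: luciferase luminescence of residual ATP, Kinase-Glo. Evaluation: percent inhibition versus plate control medians. Controls: DMSO wells, low control.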
Rpn11 block: Rpn11 (human) deubiquitinase inhibition; O00487; human 26S proteasome, Ub4-pepOG fluorescence polarization; 20S core pre-blocked with epoxomicin; calls only at 20 µM; 360,000 tested, 0.59% active; AID 588493;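 active means inhibition at 20 µM, scaled to each plate's controls, above about 33%, limit read from the data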
SUMO1-SIM PPI: modulators of human SUMO1-mediated protein-protein interactions; P63165; SUMO1 binding to a labelled peptide, TR-FRET, 1 h; inhibition, % at 20 µM; 360,000 tested, 0.33% active; AID 602429; in the data active means inhibition above about 37%
NadD block: NadD (S. aureus) enzyme inhibition; purified NadD enzyme, colorimetric absorbance read-out; inhibition, % at 20 µM; 360,000 tested, 0.78% active; in the data active means inhibition above about 26%; further: some compounds past the cut are filed as inactive
Starred values were filed as active, the others as inactive; i = inactive; x = no result given; + = active, no number. Outcome played no part in choosing rows. About 3.6% of those tested had a hit in this group.

SMILES	LMPTP block	MLLE-PAM2 inh	CSN deneddyl inh	DNMT1 block	Scp1 inh	STEP inh	TbMetRS inhib	Rpn11 block	SUMO1-SIM PPI	NadD block
NC(CC(=O)O)c1cccc(OCc2ccccc2)c1 (stereo not drawn)	-3.0	3	-4	6	-5	-3	-1.5	i	-1	3
CCOC(=O)c1cnc(-c2ccccc2)nc1N(C)C	-1.1	0	-6	1	-3	-1	-0.9	i	-2	-4
O=C1CCN(Cc2ccccc2)CCN1CCOc1ccccc1	-0.3	-1	-4	1	-2	-3	0.3	i	4	-1
Cc1ccc(C(=O)C(C)OC(=O)c2ccccc2[N+](=O)[O-])cc1 (stereo not drawn)	0.8	0	0	-3	0	-1	-0.5	i	-12	-7
COc1ccc(/C=C/C(=O)c2ccc(C)c([N+](=O)[O-])c2)cc1O	2.3	-15	6	0	-8	3	-1.0	i	-13	-3
O=c1[nH]c(/C=C/c2ccccc2OC(F)F)nc2c1cnn2-c1ccccc1	1.9	9	-15	26	-7	0	-0.3	i	8	3
CCOc1ccc(OCCC(=O)OCC(=O)NC2CCCCC2)cc1	0.4	-2	-3	3	-1	1	-0.1	i	0	2
Cc1ccc(C(=O)CSc2nc(-c3ccccc3)ccc2C#N)cc1	2.4	-38	5	-2	-7	-2	0.1	x	2	-3
CN(C)c1ccc(C(=O)OCC(=O)N2CCCCCC2)cc1	-0.8	11	-4	0	-12	-5	-0.5	i	3	-3
Cc1cc(C)c(Cn2ncn(-c3ccc(Br)cc3)c2=O)c(C)c1	1.2	4	10	1	-8	2	0.0	i	-1	-4

A different layout for some results above:
| LMPTP block | MLLE-PAM2 inh | CSN deneddyl inh | DNMT1 block | Scp1 inh | STEP inh | TbMetRS inhib | Rpn11 block | SUMO1-SIM PPI | NadD block | mol |
| --- | --- | --- | --- | --- | --- | --- | --- | --- | --- | --- |
| 0.8 | 0 | 0 | -3 | 0 | -1 | -0.5 | i | -12 | -7 | Cc1ccc(C(=O)C(C)OC(=O)c2ccccc2[N+](=O)[O-])cc1 (stereo not drawn) |
| 2.3 | -15 | 6 | 0 | -8 | 3 | -1.0 | i | -13 | -3 | COc1ccc(/C=C/C(=O)c2ccc(C)c([N+](=O)[O-])c2)cc1O |
| 1.9 | 9 | -15 | 26 | -7 | 0 | -0.3 | i | 8 | 3 | O=c1[nH]c(/C=C/c2ccccc2OC(F)F)nc2c1cnn2-c1ccccc1 |

Next part.
SMILES	LMPTP block	MLLE-PAM2 inh	CSN deneddyl inh	DNMT1 block	Scp1 inh	STEP inh	TbMetRS inhib	Rpn11 block	SUMO1-SIM PPI	NadD block
O=C(Nc1cccc(-c2ccc(N3CCOCC3)nn2)c1)c1ccc([N+](=O)[O-])cc1	1.1	3	4	-4	-1	0	-0.1	i	-19	7
O=C(COC(=O)c1ccco1)NCc1ccc2c(c1)OCO2	-0.9	-4	0	4	-7	-2	-0.1	i	0	-3
CC(CC(=O)O)NCC1COc2ccccc2O1 (stereo not drawn)	-1.1	11	-3	-2	-6	-2	-0.6	i	2	-4
O=C(CN1C(=O)CCSc2ccc(S(=O)(=O)N3CCOCC3)cc21)Nc1ccccc1Cl	3.7	-6	6	7	61*	6	-0.9	i	2	1
C/C(=N\NC(=O)CC#N)c1ccc(Oc2ccccc2)cc1	0.9	-4	-4	-2	-4	1	-0.7	i	-3	-1
Cc1ccc(S(=O)(=O)/N=C(/Nc2ccc(O)c(C(=O)O)c2)c2ccccc2)cc1	-1.3	2	-1	0	-8	2	-0.4	i	1	-1
CSc1cc(-c2ccncc2)nc(-c2ccc(Cl)cc2)c1	1.2	-3	2	2	-3	0	2.1	i	-10	-4
Cc1ccc(C(=O)Nc2nc(-c3cc(Cl)sc3Cl)cs2)cc1	1.2	7	4	5	-9	-1	-0.5	i	1	6
CCCCN(C(=O)CNC(=O)c1ccco1)C(C(=O)NC1CCCCC1)c1ccc(OC)cc1OC (stereo not drawn)	0.7	-12	0	-4	-7	-3	0.1	i	0	-1
Cc1oc(-c2ccc(Cl)cc2)cc1C(=O)NC1CCN(Cc2ccccc2)CC1	0.4	-4	-1	1	-7	0	-0.1	i	-4	-6
CC(C)N(Cc1ccccc1)S(=O)(=O)c1cccs1	-2.1	8	-5	2	-14	1	-1.3	i	1	-9
Cc1ccc(C(=O)O/N=C/c2ccc(N(C)C)cc2)cc1	-2.3	3	2	6	-3	8	-0.1	i	4	-3
CCn1c(SCC(=O)N2CCCCCC2)nc2c(c1=O)SCC2	-0.4	-4	0	2	2	-1	-0.8	i	0	-5
COc1cccc(/C=N/N2CCN(c3ccccc3OC)CC2)c1	-0.2	8	-2	5	-5	6	-0.9	i	-5	0
CN1C(=O)[C@H]2[C@@H](/C=C/c3ccccc3)N3C(=O)CN(Cc4ccccn4)C(=O)[C@@]3(Cc3ccccc3)[C@H]2C1=O	-2.7	-18	0	8	0	-2	-0.3	i	-3	2
O=C(N/N=C1\CCCc2ccccc21)c1ccccc1Cl	0.1	-5	4	-8	0	-3	-0.6	i	0	1
CCOC(=O)[C@@H]1[C@H]2COc3cc(OC)ccc3[C@H]2N2C(=O)N(c3ccc(Br)cc3)C(=O)[C@]12C	2.2	-4	-4	-7	-14	3	0.3	i	0	-6
C=CCOc1nc(N(C)C)nc(N(C)C)n1	-1.1	3	0	2	-2	1	-0.8	i	-1	8
FCCCOc1ccc(-c2ccnc(-c3ccccc3)n2)cc1	2.9	6	5	-3	-1	2	-0.9	i	1	5
CN(C1CCCCC1)S(=O)(=O)c1ccc(-n2cnnn2)cc1	-0.9	-11	-2	-1	-11	-2	-0.1	i	-1	-3
C/C(=N\NC(=O)CN(c1ccccc1)S(C)(=O)=O)c1ccccc1O	-0.4	4	-1	0	-14	-4	-0.1	i	3	-4
COc1c(C(=O)NNC(=O)c2ccccc2Cl)csc1Br	-1.0	1	2	1	7	1	-0.3	i	5	4
Cc1ccc(CN2CCN(Cc3ccc(O)cc3)CC2CCO)o1 (stereo not drawn)	-0.4	0	1	0	0	-3	-0.3	i	0	-8
COC(=O)c1cc(S(=O)(=O)NCC2CCN(Cc3ccc(C)cc3)CC2)cn1C	-1.5	-2	3	2	-5	-3	-0.1	i	-8	-7
O=C1N[C@@H](Cc2ccccc2)C(=O)N2[C@@H]1C[C@@]1(Br)c3ccccc3N(S(=O)(=O)c3ccccc3)[C@@H]21	1.7	4	2	-6	-14	3	-0.1	i	5	3
O=C(CCS(=O)(=O)c1ccccc1)N1CCN(c2ccc(F)cc2)CC1	-0.4	-6	-5	-2	-5	0	0.0	i	3	-7
COCc1cc(/C=N\NC(=O)Cc2ccc(Cl)cc2)ccc1OC	0.8	4	-2	-9	-4	-2	-0.7	i	-1	-1
CNc1nc(Oc2cccc(NC(C)=O)c2)c2sccc2n1	2.4	13	-6	3	x	0	0.2	i	-6	4
Cc1cccc(NS(=O)(=O)c2cccc(C(=O)NNC(=O)c3ccccc3O)c2)c1	0.0	-2	-7	0	-18	-1	-0.2	i	15	7
CCOC(=O)CCCc1ccc(/C(C)=N/NC(=S)NC)cc1	1.3	15	2	-2	-23	-1	0.0	i	1	-2
CCOC(=O)N1CCN(Cc2nc3c(c(=O)n(C)c(=O)n3C)n2Cc2cccc(C)c2)CC1	-2.7	3	6	3	-4	-1	-0.9	i	1	-1
CC1(C)Oc2ccc(C(=O)N/N=C/c3ccc(O)cc3)cc2NC1=O	-0.5	8	-2	-3	-3	0	-0.9	i	-1	0
COc1ccc(C(=O)COC(=O)c2cccnc2SC)cc1	0.6	3	-3	0	-6	1	0.6	i	4	-1
CC1CCCCC1NC(=O)COC(=O)c1c2c(nc3ccccc13)/C(=C\c1ccco1)CC2 (stereo not drawn)	50*	-5	35	85*	50*	24	0.0	i	22	79*
N#Cc1cc(NC2CCCC2)c([N+](=O)[O-])cc1C#N	0.5	2	4	4	-5	2	0.0	i	-36	-2
Cc1cc(F)ccc1NC(=O)C1CCCO1 (stereo not drawn)	-1.4	-5	-1	2	-7	-2	-0.6	i	1	-11
CCc1cc2c(=O)n(-c3ccccc3)c(SCC(N)=O)nc2s1	0.6	0	0	1	-5	-2	-0.2	i	6	3
Fc1cccc(Cc2c(-c3ccccc3)nc3c(Cl)cc(C(F)(F)F)cn23)c1	-0.8	-6	-1	16	x	-3	-0.4	i	3	3
COc1cc(/C=N/NC(=O)COc2ccc(-n3cnnn3)cc2)ccc1OCC(N)=O	-1.1	-2	-5	2	-11	-2	-0.8	i	-7	-22
CCOc1ccc(-n2nc(C(=O)NCCOC)c3ccccc3c2=O)cc1	0.7	8	2	1	-8	-6	-0.4	i	-14	1
CCN(CC)CCNC(=O)c1c(O)c2cc(OC)c(OC)cc2[nH]c1=O	-2.0	-14	2	2	3	8	-0.9	i	0	-7
COc1cccc(CC(=O)Nc2cccc3ccccc23)c1	-0.6	12	2	-1	-10	-1	-0.1	i	-7	-8
Cc1cc(OC(=O)c2ccc(Cl)cc2Cl)nc(C)n1	-1.0	3	-4	-3	-6	-3	-0.5	+	-2	0
CCOC(=O)c1ccc(NC(=O)c2c(N)n(C)c(=O)[nH]c2=O)cc1	-0.9	7	-3	2	-9	-1	-0.3	i	-11	-3
CC(C)C(=O)Nc1csc(C(F)(F)F)c1-c1ccccc1	-0.2	-1	-5	0	-8	1	-0.8	i	1	-9
O=C(Nc1ccccc1Cl)NC1(C(=O)NCC2CCCO2)CCCCC1 (stereo not drawn)	-1.5	3	-1	3	-10	-4	-0.4	i	7	-1
CCOC(=O)C(CC)(CC)/C(C)=N/NC(=O)CC#N	-0.4	-14	5	4	-2	-4	0.0	i	5	-1
CC(Oc1ccc2c3c(c(=O)oc2c1)CCCC3)C(=O)NCCCn1ccnc1 (stereo not drawn)	-0.3	-6	5	1	-9	-6	0.1	i	4	-8
COc1ccc(-c2cc3n(n2)CCc2nc4ccccc4n2-3)cc1	2.1	3	-1	-9	-2	2	-0.5	i	10	-16
CN(/N=C/c1cc(Cl)ccc1O)C1=NS(=O)(=O)c2ccccc21	1.4	-3	4	0	-3	-3	-0.8	i	12	1
CC(=O)N(Cc1ccc(F)cc1)C1=C(NCc2ccccc2)C(=O)c2ccccc2C1=O	3.0	0	9	1	-8	1	0.3	i	-22	1
S=C(NCCc1ccc(Cl)cc1)NCc1ccco1	1.0	-68	4	-7	-7	-1	-0.3	i	-1	1
